LmPK inh: blocks Leishmania mexicana pyruvate kinase activity. Q27686. purified LmPK, Kinase-Glo ATP luminescence, 1 h. Potency, µM (doses to about 57.5 µM), for inactives: at the highest dose activity change, negative = inhibition, most hits filed as inhibitors. hit rate 0.37% among 290,000; note: potency is the fitted concentration of half-maximal effect
Target sequence (Q27686 whole entry, looked up): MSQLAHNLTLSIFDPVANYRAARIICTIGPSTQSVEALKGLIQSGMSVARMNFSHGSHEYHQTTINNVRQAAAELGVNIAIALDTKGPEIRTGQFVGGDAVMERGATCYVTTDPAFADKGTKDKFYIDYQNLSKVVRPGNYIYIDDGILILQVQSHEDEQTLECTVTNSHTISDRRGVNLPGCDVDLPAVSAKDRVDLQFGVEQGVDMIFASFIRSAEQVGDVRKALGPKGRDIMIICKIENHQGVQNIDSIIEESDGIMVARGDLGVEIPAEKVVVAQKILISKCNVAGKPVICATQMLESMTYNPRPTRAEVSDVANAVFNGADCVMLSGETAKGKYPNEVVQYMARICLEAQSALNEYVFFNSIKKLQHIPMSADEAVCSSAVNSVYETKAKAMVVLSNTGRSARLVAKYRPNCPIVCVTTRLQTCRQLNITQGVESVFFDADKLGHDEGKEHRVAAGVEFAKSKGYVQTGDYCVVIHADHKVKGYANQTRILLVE
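0.1 nM LmPK, 0.5 mM PEP, 0.1 mM ADP; 50 mM imidazole pH 7.2, 7 mM MgCl2, 50 mM KCl; 1 h RT. Kinase-Glo luminescence readout, normalized to no-enzyme (full inhibition) and uninhibited wells.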
AMA1-RON2 inh: AMA1-RON2 (P. falciparum) interaction inhibition. AlphaScreen AMA1-biotinylated RON2 peptide binding. Potency, µM (series often up to 58.2 µM), inactives show top-dose activity change, negative = inhibition, hits mostly inhibitors. AID 720542. hit rate 0.2% among 360,000;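 note: potency is the fitted concentration of half-maximal effect; 0% = vehicle wells and -100% = peptide control; nearly all actives have a fitted effect of over 45% in size; some results filed as inactive show a strong effect at the top dose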
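AMA1 (3D7) with his tag at 25 nM final met compounds first, then biotinylated RON2 peptide at 25 nM; detection used donor plus acceptor beads, 10 µg/mL apiece, read by AlphaScreen after 30 min at room temperature.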
AmpC inh no detg: inhibitors of E. coli AmpC beta-lactamase without detergent | AmpC nitrocefin hydrolysis, absorbance 480 nm, 0.0001% Triton | P00811 | hit rate 0.52% among 330,000 | Potency, µM (top dose mostly 57.1 µM), inactives show at the highest dose activity change, negative = inhibition, usual class: inhibitors;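 note: potency is the fitted concentration of half-maximal effect; plate controls were no compound for no effect and no enzyme for full effect; nearly all actives have a fitted effect of over 20% in size; some results filed as inactive show a strong effect at the top dose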
Target sequence (P00811 whole entry, looked up): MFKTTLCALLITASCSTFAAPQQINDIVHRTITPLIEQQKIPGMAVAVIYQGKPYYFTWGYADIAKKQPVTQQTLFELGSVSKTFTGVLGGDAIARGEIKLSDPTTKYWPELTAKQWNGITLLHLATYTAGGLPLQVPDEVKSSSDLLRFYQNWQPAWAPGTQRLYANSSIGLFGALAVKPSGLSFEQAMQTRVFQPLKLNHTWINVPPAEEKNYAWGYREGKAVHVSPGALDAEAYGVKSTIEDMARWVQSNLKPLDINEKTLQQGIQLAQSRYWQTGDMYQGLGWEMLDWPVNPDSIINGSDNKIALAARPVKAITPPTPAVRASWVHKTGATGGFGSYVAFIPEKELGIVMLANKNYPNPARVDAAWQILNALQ
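AmpC (5.3 nM in the dispensed reagent) in 20 mM phosphate pH 7.0 with 0.01% (detergent screen) or 0.0001% Triton X-100 was preincubated with compounds for 15 min at room temperature. Nitrocefin was then added from an 800 uM solution, and hydrolysis was followed at 480 nm.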
HCMV inh: human cytomegalovirus inhibition; HFF cells, HCMV-luciferase reporter, 72 h; hits give low values; AID 1259415; hit rate 4.5% among 410,000; activity change, negative = inhibition, % at 57.5 µM; in the data active = activity change below about -60%; inconclusive = no clear call, values can overlap the other calls; inactive = above about -39%
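Cell-based, HFFs, 1000 cells/well, 16 h 37C; cpds in DMSO + HCMV-luc, MOI 1 PFU/cell; 72 h 37C; OneGlo luminescence after 5 min RT; norm. to buffer vs Salinomycin 10uM.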
HCV inhibitor: HCV inhibition. Huh7.5.1 HCVcc-Cre infection, luciferase reporter, 44 h. AID 651820. Potency, µM (doses to about 41.8 µM), without a hit: at the highest dose activity change, negative = inhibition, hits mostly inhibitors. hit rate 3.4% among 340,000; note: potency is the fitted concentration of half-maximal effect
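Reporter virus HCVcc-Cre (~0.5 moi) infects cells exposed to compound; seeding density 1,000 cells/well with 4 h settling beforehand. Luminescence, 15 sec read, taken 44 h post-infection following a 15 min RT substrate incubation.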
TbPYK inhibitor: blocks Trypanosoma brucei pyruvate kinase; Q57TT1; TbPYK enzyme, Kinase-Glo Plus ATP luminescence, 45 min; Potency, µM (titrated, usually from 76.8 µM), without a hit: at the top dose activity, negative = inhibition, hits mostly inhibitors; hit rate 0.12% among 410,000; AID 624173; note: potency is the fitted concentration of half-maximal effect; nearly all actives have a fitted effect of over 50% in size
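Glycolytic pyruvate kinase of T. brucei was incubated with substrate, test compound and 130 uM ADP for 45 minutes at room temperature. Luminescent Kinase-Glo Plus signal was measured after 10 minutes.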
AmpC detergent: blocks E. coli AmpC beta-lactamase in detergent assay; P00811; hit rate 0.041% among 370,000; AmpC hydrolysis of nitrocefin, absorbance 480 nm, 0.01% Triton; Potency, µM (top dose mostly 114 µM), for the others: at the top dose activity change, negative = inhibition, most hits filed as inhibitors;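 note: potency is the fitted concentration of half-maximal effect; 0% = no-compound wells and -100% = no-enzyme wells; nearly all actives have a fitted effect of over 25% in size; some results filed as inactive show a strong effect at the top dose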
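AmpC (5.3 nM in the dispensed reagent) in 20 mM phosphate pH 7.0 with 0.01% (detergent screen) or 0.0001% Triton X-100 was preincubated with compounds for 15 min at room temperature. Nitrocefin was then added from an 800 uM solution, and hydrolysis was followed at 480 nm.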
* marks the source's active call; other numbers are inactive results; ? = inconclusive; nt = not tested or not shown; & = joins results of further samples; [ ] = another dose, or the depositor's remark. Unless noted, calls come from the whole dose curve; as a rule, active = well fitted curve in the direction sought with a large enough effect; inconclusive = small, poorly fitted or top-dose-only effect, or another doubt; inactive = no such curve, though single readings can be large; an effect the other way counts as inactive or inconclusive. Unless noted, % is set by controls: 0 for no effect and ±100 for the full control effect.

#	Molecule	LmPK inh	AMA1-RON2 inh	AmpC inh no detg	HCMV inh
1	Fc1ccc(CNC(=S)Nc2cccc(Cl)c2)cc1	-3%	6%	-26%	?
2	CCCCC(=O)C1=C(N2CCCC2)CC(C)(C)CC1=O	nt	-8%	nt	36
3	COc1ccc(OC)c(Cc2nnc(CCC(=O)NC3CCCC3)o2)c1	-1%	35%[activator]	-6%	15
4	CCCN1CCN(C(=S)Nc2sc(CC)cc2C(=O)OC)CC1	12%	-26%	154%[activator]	14
5	CC(=O)c1ccc(N2CCN(C(=O)CCc3nnc4n(C)c(=O)c5sccc5n34)CC2)cc1	nt	nt	nt	12
6	CCOc1ccccc1CN1CCc2nc(N3CCN(c4ccccc4F)CC3)ncc2C1	nt	nt	nt	-64*
7	CCCOc1ccc(CNC(=S)N/N=C/c2ccc([N+](=O)[O-])cc2)cc1	1%	73%[activator]	-30%	23
8	CC/C(=N\NC(=O)CSCc1ccccc1Cl)c1ccc2c(c1)OCCO2	4%	31%[activator]	-11%	?

#	HCV inhibitor	TbPYK inhibitor	AmpC detergent
1	?	-9%	1%
2	11%	2%	nt
3	3%	-5%	2%
4	?	2%	4%
5	nt	-4%	15%
6	nt	1%	-4%
7	3%	3%	-6%
8	12%	6%	?

#	Molecule	LmPK inh	AMA1-RON2 inh	AmpC inh no detg	HCMV inh
9	CCN(CC)S(=O)(=O)c1cc(C(=O)Nc2ccccc2C(=O)O)ccc1OC	1%	-2%	-16%	-22
10	OC(CNc1ncnc2sccc12)c1ccccc1 (stereo not drawn)	0%	6%	-20%	?
11	COc1ccc(-c2cc(C(=O)Nc3ccn(Cc4ccc(C)cc4)n3)no2)cc1OC	nt	nt	nt	-12
12	COc1ccc(C2(c3ccc(OC)cc3)NC(=O)N(CC(=O)N(C)c3ccccc3)C2=O)cc1	-8%	-7%	41%[activator]	17
13	COC(=O)C1=C(c2ccc(OCc3ccccc3)cc2)C[C@@H]2CC[C@H]1N2C(=O)NCc1ccc(F)cc1	nt	-4%	nt	-39
14	COc1cc(/C=C2\SC(N)=NC2=O)cc(Cl)c1O	-4%	0%	-12%	-2
15	O=C(NCC1CCCO1)C(=O)N/N=C/c1cccc(Cl)c1 (stereo not drawn)	-8%	8%	-2%	-23
16	COC(=O)CNC(=O)COC(=O)c1cc(Cl)cc(Cl)c1N	0%	7%	-9%	-16

#	HCV inhibitor	TbPYK inhibitor	AmpC detergent
9	3%	2%	-6%
10	3.2µM*	-6%	-8%
11	nt	2%	20%
12	-22%	2%	5%
13	nt	1%	nt
14	-7%	5%	-13%
15	3%	5%	2%
16	7%	2%	-10%

#	Molecule	LmPK inh	AMA1-RON2 inh	AmpC inh no detg	HCMV inh
17	CC1CCN(C(=O)CNC(=O)Cn2ccc3ccccc3c2=O)CC1	-1%	-4%	-1%	7
18	CCn1c(N2CCN(Cc3ccc([N+](=O)[O-])cc3)CC2)nc2ccccc21	1%	2%	107%[activator]	-6
19	O=C(NCCN1CCN(c2ccccc2F)CC1)C1c2ccccc2C(=O)N2CCc3ccccc3C12 (stereo not drawn)	2%	-9%	122%[activator]	-3
20	COc1ccc(NC(=O)CCOc2ccc(C)cc2)cc1S(=O)(=O)N1CCOCC1	nt	-1%[11.6 µM]	-1%	6
21	Cc1nc([N+](=O)[O-])cn1Cc1cccc2ccccc12	5%	-3%	-5%	-10
22	COC1(OC)N=C(NC(=O)Nc2ccccc2)C2(C#N)C(c3ccccc3)C12C#N (stereo not drawn)	3%	17%	-15%	nt
23	COC(=O)CC(NS(=O)(=O)c1cccs1)c1ccccc1Cl (stereo not drawn)	11%	5%	?	-5
24	CCCOc1ccc(C(C)=O)cc1CSc1nc(O)cc(=O)[nH]1	3%	-2%	-37%	-18

#	HCV inhibitor	TbPYK inhibitor	AmpC detergent
17	16%	-2%	-14%
18	-9%	5%	-1%
19	-8%&-4%	-3%	-11%
20	-29%	5%	-5%
21	1%	0%	-7%
22	16%	?	?
23	-1%	-1%	1%
24	0%	-9%	10%

#	Molecule	LmPK inh	AMA1-RON2 inh	AmpC inh no detg	HCMV inh
25	O=C(c1ccc2c(c1)OCO2)N(Cc1cccs1)C1(C(=O)NC2CCCCC2)CCCCC1	1%	-17%	18%	?
26	COc1ccc(/C=N/NC(=O)c2cccc3ccccc23)c(OC)c1OC	nt	20%	nt	44
27	COc1cccc(N2CCN(C(=O)CCCCCNc3nc(=S)[nH]c4ccccc34)CC2)c1	5%	71%[activator]	-24%	-62*
28	C[C@@H]1Cn2cnc(C(=O)Nc3ccc(CNC(=O)OC(C)(C)C)cc3)c2C(=O)N1	nt	34%[activator]	nt	-101*
29	N#C/C(=C/c1ccc([N+](=O)[O-])cc1)C(N)=O	8%	-6%	-18%	3
30	C[C@@H](NC(=O)[C@@H]1CCCN1C(=O)[C@@H]1CCCN1C(=O)c1ccc(Cl)cc1)c1ccccc1	nt	-3%	nt	1
31	O=C(COc1cccc2cccnc12)Nc1ccccc1N1CCOCC1	3%	0%	40%	7
32	O=c1cccc2n1CC1CC2CN(Cc2c(Cl)cccc2Cl)C1 (stereo not drawn)	2%	?	18%	-12

#	HCV inhibitor	TbPYK inhibitor	AmpC detergent
25	?	6%	-11%
26	-20%	3%	nt
27	11µM*	-6%	-7%
28	nt	5%	nt
29	13%	-10%	-5%
30	nt	-3%	nt
31	-27%	12%	5%
32	?	-4%	?

Some of the entries above in a different format:
| entry | compound | LmPK inh | AMA1-RON2 inh | AmpC inh no detg | HCMV inh | HCV inhibitor | TbPYK inhibitor | AmpC detergent |
| --- | --- | --- | --- | --- | --- | --- | --- | --- |
| 17 | CC1CCN(C(=O)CNC(=O)Cn2ccc3ccccc3c2=O)CC1 | -1% | -4% | -1% | 7 | 16% | -2% | -14% |
| 18 | CCn1c(N2CCN(Cc3ccc([N+](=O)[O-])cc3)CC2)nc2ccccc21 | 1% | 2% | 107%[activator] | -6 | -9% | 5% | -1% |
| 19 | O=C(NCCN1CCN(c2ccccc2F)CC1)C1c2ccccc2C(=O)N2CCc3ccccc3C12 (stereo not drawn) | 2% | -9% | 122%[activator] | -3 | -8%&-4% | -3% | -11% |
| 20 | COc1ccc(NC(=O)CCOc2ccc(C)cc2)cc1S(=O)(=O)N1CCOCC1 | nt | -1%[11.6 µM] | -1% | 6 | -29% | 5% | -5% |

(listing goes on)
#	Molecule	LmPK inh	AMA1-RON2 inh	AmpC inh no detg	HCMV inh
33	CC(/C=C/c1ccc2c(c1)OCO2)=N/NC(=O)c1ccc(C)nc1	-4%	16%	-8%	-7
34	CC(C)c1nn2c(=O)cc(COC(=O)c3ccc(NC(=O)COc4ccccc4)cc3)nc2s1	nt	nt	nt	-27
35	COc1ccc(C(CNC(=O)CNC(=O)c2cccc(Cl)c2)N2CCCC2)cc1 (stereo not drawn)	nt	3%	25%	-39
36	O=C(COc1ccc(F)cc1)Nc1ccc(Cl)c(-c2nc3ccccc3[nH]2)c1	nt	nt	nt	-31
37	Brc1ccc2nc(-c3ccco3)c(CC3CCCCC3)n2c1	nt	-1%	nt	5
38	CCOC(=O)CCSc1nc(C)cc(C(F)(F)F)c1C#N	-20%	7%	-9%	1
39	CCc1nc2ccc(C(=O)Nc3ccc(OC)c(OC)c3)cn2c1N(C)CCC(C)C	nt	-7%	nt	-17
40	C=CCn1c(C)c(C(C)=O)c(N2CCCC2)nc1=S	-4%	13%	0%	?

#	HCV inhibitor	TbPYK inhibitor	AmpC detergent
33	?	0%	-12%
34	nt	-6%	0%
35	13%	2%	1%
36	nt	0%	16%
37	nt	-6%	nt
38	?	20%	5%
39	nt	-6%	nt
40	-12%	7%	-15%

#	Molecule	LmPK inh	AMA1-RON2 inh	AmpC inh no detg	HCMV inh
41	Cc1ccc(NC(=O)CN2C(=O)NC(C)(c3ccccc3)C2=O)c(C)c1 (stereo not drawn)	-2%	-11%	1%	-18
42	COC(=O)c1cc(NC2c3ccccc3C(=O)N2c2ccc(Cl)cn2)cc(C(=O)OC)c1 (stereo not drawn)	-9%	-10%	-18%	12
43	COC(=O)c1[nH]c(C)c(/C(O)=C2\C(=O)C(=O)N(CCN(C)C)C2c2ccc(C)o2)c1C (stereo not drawn)	-8%	2%	1%	30
44	Cc1ccc(C(=O)NCCN(C)C)c(C)c1	-2%	28%	-4%	54
45	Cc1cccc(NC(=O)COC(=O)c2cc3ccccc3oc2=O)c1	4%	10%	-18%	-35
46	CN(C(=O)c1ccccc1C(=O)c1ccccc1)C1CCS(=O)(=O)C1 (stereo not drawn)	-1%	1%	3%	44
47	CN1CC(=O)N/C1=N\C(=O)Nc1ccc2c(c1)N(C)C(=O)CS2	-1%	80%[activator]	-16%	51
48	Cc1ccc(C(C)C)cc1S(=O)(=O)NCc1ccccn1	3%	12%	3%	3

#	HCV inhibitor	TbPYK inhibitor	AmpC detergent
41	19%	0%	3%
42	?	-6%	4%
43	4%	-4%	?
44	6%	-4%	1%
45	14%	0%	1%
46	6%	0%	-7%
47	10%	1%	?
48	3%	-2%	5%

#	Molecule	LmPK inh	AMA1-RON2 inh	AmpC inh no detg	HCMV inh
49	CSc1nc(=S)cc(C)[nH]1	12%	-14%	4%	12
50	N#Cc1ccsc1NC(=O)C1CCCN1S(=O)(=O)c1cccs1 (stereo not drawn)	nt	-7%	95%[activator]	-20
51	COc1cccc(C(=O)N(Cc2ccc(C)o2)C2CCS(=O)(=O)C2)c1 (stereo not drawn)	nt	nt	nt	22
52	CCC(C)(C)NC(=O)c1ccc(Sc2nncn2C)c([N+](=O)[O-])c1	-3%	-6%	-43%	18
53	Cc1cccc2c1NC(=O)C21N2CCCC2C(C(=O)c2ccc3ccccc3c2)C12C(=O)Nc1ccccc12 (stereo not drawn)	-2%	-7%	-16%	nt
54	COc1ccc(CNC(=O)NS(=O)(=O)c2ccc(C)cc2)cc1	nt	-2%	nt	-26
55	O=C(NCc1cccnc1)/C(=C/c1ccc([N+](=O)[O-])cc1)NC(=O)c1ccccc1	nt	-2%	7%	0
56	O=C(COC(=O)c1cc(Br)ccc1O)NCC1CCCO1 (stereo not drawn)	nt	-17%	-5%	37
57	CCCC1=NN2C(=N)/C(=C\c3cc(C)n(-c4cc(C)cc(C)c4)c3C)C(=O)N=C2S1	0%	42%[activator]	-29%	8
58	Cc1cc(C)c(C#N)c(SCc2nc3ccccc3c(=O)[nH]2)n1	3%	-23%	-37%	-5

#	HCV inhibitor	TbPYK inhibitor	AmpC detergent
49	-14%	?	-6%
50	3%	3%	?
51	nt	-4%	21%
52	-23%	0%	?
53	?	6%	3%
54	-11%[8.37 µM]	-2%	nt
55	-3%	-2%	nt
56	-2%	7%	-5%
57	10%	-6%	-11%
58	-4%	-10%	-2%
